Calpain2 inh: blocks pig calpain II enzyme activity; purified calpain II, fluorogenic peptide substrate, 30 min; inhibition, % at 16 µM; actives 0.37% (n = 220,000);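 active = inhibition above about 50%, limit read from the data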
Rad51 HR inh: Rad51 (human) homologous recombination inhibition; Q06609; hRad51 DNA strand exchange, fluorescence dequenching; inhibition, % at 10 µM; actives 0.085% (n = 200,000); AID 1385;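 active = inhibition above 40% at the single screening dose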;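 note: 0% = DMSO control wells and 100% = blanks with heterologous ssDNA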
Target sequence (Q06609 whole entry, looked up): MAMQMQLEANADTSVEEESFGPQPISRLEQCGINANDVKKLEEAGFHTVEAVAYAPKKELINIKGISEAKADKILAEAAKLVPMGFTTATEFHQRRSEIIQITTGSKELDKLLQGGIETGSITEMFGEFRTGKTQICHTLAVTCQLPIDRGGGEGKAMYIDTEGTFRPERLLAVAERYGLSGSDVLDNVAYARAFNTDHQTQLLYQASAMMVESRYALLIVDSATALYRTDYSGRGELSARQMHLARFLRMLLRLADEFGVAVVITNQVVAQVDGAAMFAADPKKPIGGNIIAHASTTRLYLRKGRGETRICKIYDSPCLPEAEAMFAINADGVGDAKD
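Test system: preformed human Rad51 ssDNA filaments; also added: Donor/quencher-labelled 47-bp dsDNA substrate; doses: 10 µM final, single point; times: 37 °C 15-min filament assembly, 30-min compound preincubation, 15-min exchange; detection: FRET fluorescence dequenching, excitation 485 nm, emission 520 nm; read-out basis: Fluorescence-based percent inhibition, control- and blank-normalised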
EP2 modulator: modulates human prostaglandin E2 receptor EP2 signaling; P43116; EP2-expressing cells, cAMP HTRF FRET, PGE2 co-stimulation; induction, % at 25 µM; actives 0.83% (n = 260,000);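 active = compounds whose cAMP rise, as percent of the full-agonist control response, exceeds 60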;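 note: rat C6 glioma line stably carrying human EP2 under a CMV promoter; the protocol text gives 20 µM as final concentration; 100% = response of wells given 1 µM PGE2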
Target sequence (P43116 whole entry, looked up): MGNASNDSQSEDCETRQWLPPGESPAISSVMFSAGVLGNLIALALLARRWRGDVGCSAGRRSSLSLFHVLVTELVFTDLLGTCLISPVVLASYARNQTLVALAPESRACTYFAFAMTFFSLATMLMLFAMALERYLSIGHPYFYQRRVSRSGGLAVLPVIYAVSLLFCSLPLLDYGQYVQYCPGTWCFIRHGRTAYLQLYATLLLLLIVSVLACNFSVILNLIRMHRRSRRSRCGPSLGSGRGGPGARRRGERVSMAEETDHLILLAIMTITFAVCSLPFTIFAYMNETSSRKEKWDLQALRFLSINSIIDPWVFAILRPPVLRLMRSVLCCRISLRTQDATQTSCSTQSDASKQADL
PGE2 EP2 inh: blocks the human prostaglandin E2 receptor EP2. P43116. C6 glioma cells expressing human EP2, cAMP TR-FRET; cells stimulated with saturating PGE2. inhibition, % at 25 µM. actives 0.52% (n = 260,000). AID 1422;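 active = percent inhibition above 40 after rounding to a whole number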;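 note: rat C6 glioma host cells with rolipram phosphodiesterase inhibitor present; the protocol text gives 20 µM as final concentration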
eIF4E-4G inh: inhibitors of eIF4E and eIF4G interaction in translation initiation. TR-FRET eIF4E-eIF4GI(517-606) binding, 2 h. P63073+Q04637. inhibition, % at 21.7 µM. AID 782. actives 0.37% (n = 220,000);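 active = inhibition above about 30%, limit read from the data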;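 note: 0% = full FRET control wells and 100% = background wells lacking eIF4GI fragment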
Tb hexokinase: blocks Trypanosoma brucei hexokinase 1 activity; recombinant TbHK1, G6PDH-coupled NADH A340; inhibition, % at 10 µM; actives 0.11% (n = 220,000); AID 1430;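 active = inhibition of 50% or more in the single-dose primary screen; inactive = inhibition below 50%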
Hck Nef HTS: blocks Nef-activated human Hck kinase | P08631 | Recombinant Hck-YEEI plus Nef, Z-Lyte FRET kinase assay | inhibition, % at 20 µM | actives 0.68% (n = 220,000) | AID 463187;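 active = Hck-Nef kinase inhibition above about 50%, limit read from the data; inactive = inhibition below that limit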;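 note: 0% = DMSO with Hck plus Nef and 100% = Hck alone without Nef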
14-3-3 Bad PPI: disrupts binding of bovine 14-3-3 zeta to phospho-Bad peptide | P63103 | TR-FRET 14-3-3zeta/Dy647-pBad peptide displacement, 1 h | inhibition, % at 21.7 µM | actives 0.71% (n = 220,000) | AID 781;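 active = inhibition above about 70%, limit read from the data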;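 note: 0% = full 14-3-3 plus peptide FRET controls and 100% = background without 14-3-3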
Target sequence (P63103 whole entry, looked up): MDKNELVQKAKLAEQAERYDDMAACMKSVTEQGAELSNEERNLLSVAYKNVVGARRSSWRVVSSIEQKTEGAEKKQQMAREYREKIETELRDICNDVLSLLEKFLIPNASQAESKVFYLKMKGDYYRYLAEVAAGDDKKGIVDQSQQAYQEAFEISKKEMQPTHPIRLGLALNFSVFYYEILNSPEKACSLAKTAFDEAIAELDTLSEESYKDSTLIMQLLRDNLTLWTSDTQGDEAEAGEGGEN
zVAD death inh: L929 zVAD cell death inhibition; L929 zVAD necroptosis rescue, ATP luminescence, 24 h; with zVAD 60 µM; viability rescue, % at 10 µM; actives 0.38% (n = 220,000); AID 1377;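 active = activation, scaled between plate controls, above about 75%, limit read from the data; inactive = activation under that limit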;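 note: 0% = zVAD with DMSO and 100% = DMSO alone without zVAD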
* marks the source's active call; other numbers are inactive results; i = inactive; x = no result given; & = joins results of further samples; [ ] = dose if it differs, or a comment. This is a subset (hit frequency here may not be typical).

Each structure is followed by: PGE2 EP2 inh | Rad51 HR inh | Tb hexokinase | Hck Nef HTS | Calpain2 inh | 14-3-3 Bad PPI | zVAD death inh | EP2 modulator | eIF4E-4G inh
- COc1ccc(S(=O)(=O)N2CCCCC2)cc1NC(=O)c1cccnc1SC
    6.2 | x | -0.4 | 27.3 | -0.3 | 0.1 | -0.4 | 23.9 | -14.7
- COc1ccc(C2CC(c3cccs3)=NN2c2ccc(C=O)cc2)cc1 (stereo not drawn)
    8.2 | i | 15.0 | 53.9* | -35.2 | -20.3 | 0.9 | 24.4 | 1.1[fluorescence artefact?]
- COc1ccc(N2C(=O)CC(Sc3ncn[nH]3)C2=O)c(OC)c1 (stereo not drawn)
    16.4 | -7.8 | -1.1 | 2.5 | 19.9 | 1.6 | -0.6 | -24.9 | -8.1
- O=c1c2ccccc2nc2ccc(N3CCOCC3)nn12
    7.9 | -1.6 | -22.4 | 0.7 | -81.2 | 1.3 | -0.1 | -7.4 | 1.3
- CCc1nccn1S(=O)(=O)c1ccc2ccc(C)cc2c1
    7.8 | 8.9 | 2.8 | -1.9 | 8.5 | -1.4 | 0.2 | -10.2 | -3.0
- CC(C)NC(=O)NC(=O)COC(=O)c1cc[n+]([O-])cc1
    11.7 | 3.3 | 1.8 | -3.2 | -22.4 | -1.8 | 3.6 | 11.7 | -0.4
- CC(C)(C)C(=O)CSc1ncnc2c1cnn2-c1ccccc1
    5.9 | -8.0 | -2.5 | 27.8 | 20.0 | -2.2 | 1.6 | -52.1 | 0.1
- Oc1c(Cl)cc(Cl)c2cccnc12
    7.0&4.0 | 7.2 | 12.7 | 18.7 | 16.4 | -7.3 | -0.3 | 20.6&23.8 | 2.4
- Cc1ccc(/C=C/C(=O)NC2CCS(=O)(=O)C2)cc1 (stereo not drawn)
    6.1 | 7.0 | -4.4 | 19.0 | -3.1 | -1.0 | 0.4 | -5.3 | 0.3
- NC(=O)CC(NC(=O)c1cccc(Br)c1)c1ccc(NCCN2CCOCC2)c([N+](=O)[O-])c1 (stereo not drawn)
    13.4 | -4.8 | 4.8 | 27.1 | -9.0 | 7.7 | 0.1 | -8.1 | -0.2
- CCN(CC(=O)NC1CCS(=O)(=O)C1)S(=O)(=O)c1cccc(C(C)=O)c1 (stereo not drawn)
    8.3 | -1.6 | -3.1 | 0.5 | -0.4 | 0.1 | 0.4 | -4.1 | -1.1
- CC1CCN(CC(=O)n2c3c(c4ccccc42)CCCC3)CC1
    x | 3.9 | 9.9 | -24.3 | -16.8 | 26.3 | 2.4 | 2.2 | 1.2
- COC(=O)c1sc2ccccc2c1NC(=O)c1cccs1
    6.0 | 3.9 | -11.8 | 0.7 | -2.6 | 3.2 | -0.1 | -1.1 | 12.5
- O=C(COC(=O)CNC(=O)c1ccco1)NCCN1C(=O)CSC1=O
    5.6 | 0.7 | 28.9 | 1.5 | 9.7 | -10.3 | 0.0 | 7.1 | -4.0
- Cc1cccc(NC(=O)CSc2nnc(-c3n[nH]c4ccccc34)o2)c1
    8.3 | 13.8 | -0.5 | 2.1 | -3.9 | 15.1 | 3.9 | -18.7 | -5.4
- Cc1ccnc(NS(=O)(=O)c2ccc(NC(=O)C3CCCNC3=O)cc2)n1 (stereo not drawn)
    6.7 | 2.2 | 13.2 | -0.1 | -4.2 | 5.4 | -0.1 | 25.6 | 2.8
- COC(=O)c1noc(-c2ccc(OC)cc2)n1
    11.2 | 4.1 | 1.3 | -3.5 | -7.3 | 3.8 | 0.4 | 18.9 | -13.3
- Cc1cc(N2CCN(C)CC2)nc2ccc(NC(=S)N3CCN(c4ccc(F)cc4)CC3)cc12
    4.6 | 3.8 | -16.8 | 16.9 | -85.3 | -3.6 | 28.6 | -5.7 | -9.6
- O=C1CC(NCC2CCCO2)C(=O)N1c1ccc(Cl)cc1 (stereo not drawn)
    7.1 | -8.4 | -5.2 | -5.3 | 9.1 | -8.7 | 0.7 | 2.9 | 0.1
- CC1=CC(C)(C)N(S(=O)(=O)c2ccc(C)cc2)c2ccc(C)cc21
    3.5 | 11.4 | 12.2 | 6.7 | 17.7 | 1.0 | -0.6 | 37.1 | 0.2
- Cc1cc2ccccc2c(=O)n1CC(=O)NC1CCCCCC1
    5.3 | -0.3 | -6.6 | 0.4 | -23.8 | 13.0 | -0.9 | 6.5 | 1.8
- Cc1ccc(S(=O)(=O)Nc2cccc(NC(=O)CN3CCCCC3)c2)cc1
    1.4 | -1.8 | 6.1 | 1.1 | -11.3 | 66.4 | 0.3 | -0.4 | 1.4
- COc1cc(C(=O)NCCOc2ccc(F)cc2)c(Br)c(OC)c1OC
    6.3 | 29.1 | 6.8 | -8.1 | 20.9 | -4.1 | 1.3 | -41.2 | 3.9
- CC1(C)CC(C(CC(=O)Nc2nccs2)c2ccccc2)CCO1 (stereo not drawn)
    0.3 | x | -2.6 | 3.2 | -9.0 | 0.5 | 0.4 | -3.2 | 4.2[fluorescence artefact?]
- O=C(CCCc1ccccc1)NCc1ccccc1
    7.4 | -2.1 | 0.4 | 16.7 | 8.8 | 12.0 | 2.3 | -24.3 | -0.1
- CCOC(=O)c1c(NC(=O)/C=C/c2ccc(C)o2)sc(C)c1C
    11.4 | -0.6 | -16.3 | 1.7 | -30.8 | 6.0 | 0.2 | 24.9 | 0.9
- Cc1ccccc1OCC(O)CN(Cc1ccccc1O)C1CCCCC1 (stereo not drawn)
    8.8 | 1.4 | 0.8 | 2.7 | 24.2 | 0.3 | 0.9 | 28.8 | 1.9
- Cc1ccccc1OCc1nc2ccccc2[nH]1
    7.9 | 6.5 | 1.8 | 20.2 | -13.9 | -1.6 | 0.6 | -43.3 | -0.7
- Cc1cccc(NC(=O)c2ccccc2NC(=O)CCC(=O)O)c1
    6.4 | 26.2 | 7.1 | 1.5 | 7.6 | 3.5 | x | 3.0 | -2.8
- CC(C)=CCOc1ccc2ccc(=O)oc2c1
    20.3 | -2.5 | -20.9 | 16.3 | -121.4 | 10.0 | 2.7 | 18.5 | 2.7
- O=C(NCc1ccc(Cl)cc1)c1cc(-c2ccco2)on1
    x | x | 3.0 | -1.8 | 1.8 | 14.1[fluorescence artefact?] | -0.2 | 30.7 | -6.3[fluorescence artefact?]
- Cc1c(NC(=O)C(C)OC(=O)c2ccc([N+](=O)[O-])s2)c(=O)n(-c2ccccc2)n1C (stereo not drawn)
    3.9 | -5.5 | -7.8 | 12.3 | 8.6 | 4.7 | -1.6 | -11.3 | 6.9
- CCCN1C(=O)SC(CC(=O)Nc2ccccc2)C1=O (stereo not drawn)
    10.7 | 2.9 | 6.9 | -1.4 | 10.5 | 6.5 | 0.6 | 1.0 | 0.3
- CC(=O)c1ccc(NC(=O)CSc2nnc(-c3ccco3)c(-c3ccco3)n2)cc1
    8.6 | 0.7 | -9.8 | 25.7 | -65.8 | 8.3 | 0.2 | 3.1 | 11.9
- CC(C)(CC(=O)N1CCN(c2ccc(Cl)cc2)CC1)CC1=NS(=O)(=O)c2ccccc2N1
    x | x | -3.8 | 1.4 | -26.5 | 5.8[fluorescence artefact?] | -0.2 | -17.6 | 0.7
- CCOC(=O)COc1ccc(/C=C/[N+](=O)[O-])c(OCC(=O)OCC)c1
    32.8 | -3.5 | -7.6 | 2.5 | 20.1 | 10.2 | 12.7 | -16.2 | -0.2[fluorescence artefact?]
- O=C(NCc1ccccn1)C1C2C=CC(C2)C1C(=O)Nc1ccc(F)cc1 (stereo not drawn)
    10.1 | 0.2 | -1.5 | 15.1 | 1.4 | -2.5 | -0.3 | -14.4 | -0.2
- CCOC(=O)COc1cnc2ccccc2n1
    5.1 | 8.8 | -8.4 | 22.2 | -12.6 | 29.4 | 1.1 | 1.0 | 6.2
- Cc1nc(CS(=O)(=O)c2ccccc2)cc(Sc2ccc(Cl)cc2)n1
    13.1 | -9.7 | -4.1 | -1.0 | -40.8 | -16.3 | -0.6 | 15.7 | -1.3
- Cc1nnc(SCc2ccc([N+](=O)[O-])cc2)o1
    6.1 | 9.6 | 4.9 | 19.6 | 27.3 | -4.0 | 1.4 | 11.2 | 1.3
- C=CCn1c(/N=C/c2ccc(N(C)C)cc2)nc2ccccc21
    22.5 | 4.0 | -15.9 | 2.2 | 6.7 | -1.4[fluorescence artefact?] | -0.1 | 5.3 | 3.4[fluorescence artefact?]
- O=C(O)c1cccc(NC(=O)C2C3C=CC(C3)C2C(=O)O)c1 (stereo not drawn)
    15.2 | -8.4 | -4.1 | -2.1 | -6.8 | -1.2[fluorescence artefact?] | -0.2 | 5.5 | 2.8[fluorescence artefact?]
- O=C(N1CCN(Cc2ccccc2)CC1)C12CC3CC(CC(C3)C1)C2
    24.0 | 8.0 | -10.2 | 1.1 | 18.3 | -1.2 | 0.1 | -4.8 | -0.2
- Cc1cc(C)n(-c2ccc(Cl)c(C(=O)Nc3ccc(OC(F)(F)F)cc3)n2)n1
    10.6 | 15.8 | 4.2 | 2.2 | -7.0 | 8.3 | 0.8 | 23.4 | 4.6
- CCC(=O)NC(=S)Nc1cccc(NC(=O)c2ccc(Cl)cc2Cl)c1
    9.1 | -6.0 | -5.4 | 1.6 | -31.1 | 0.3 | -0.1 | -12.2 | -1.8
- Cc1onc(-c2c(Cl)cccc2Cl)c1C(=O)N1CCN(c2ncccn2)CC1
    13.5&2.7 | 0.9 | 7.6 | 11.7 | 19.8 | 10.7 | -1.6 | -1.5&-22.8 | 1.8
- CCOC(=O)COc1c(/C=N\OC)cc(Cl)cc1OC
    2.7 | 8.3 | 0.9 | 30.7 | 26.2 | -5.1 | 0.6 | 32.6 | -5.3
- Cn1c(SCc2ccc([N+](=O)[O-])cc2)nnc1-c1cccnc1
    3.7 | 0.9 | -6.6 | 1.4 | 0.4 | 2.7 | 0.8 | 1.8 | 1.4
- CCOCCCNC(=O)C1CCN(S(=O)(=O)N(CC(C)C)CC(C)C)CC1
    5.9 | 5.6 | -0.1 | 0.9 | 11.2 | 7.2 | 0.9 | 3.8 | -7.4
- Cc1ccc(-n2nc(C)c3c2OC(N)=C(C#N)C3c2ccoc2)cc1 (stereo not drawn)
    6.9 | -2.8 | -10.6 | 0.0 | 7.7 | -14.9[fluorescence artefact?] | 0.2 | -14.0 | -1.6[fluorescence artefact?]
- Cc1ccc(C)c(N(Cc2ccccc2F)S(C)(=O)=O)c1
    14.6 | -4.1 | 2.3 | 6.3 | -0.5 | -1.3 | -0.1 | 45.3 | 2.6
- CS(=O)(=O)N1CCC(C(=O)NCc2ccc(Cl)cc2Cl)CC1
    3.7 | -7.1 | 2.9 | -11.7 | -5.9 | -1.5 | -0.1 | 5.8 | 1.3

Another view of 3 compounds above.
Cc1onc(-c2c(Cl)cccc2Cl)c1C(=O)N1CCN(c2ncccn2)CC1
- PGE2 EP2 inh: 13.5&2.7
- Rad51 HR inh: 0.9
- Tb hexokinase: 7.6
- Hck Nef HTS: 11.7
- Calpain2 inh: 19.8
- 14-3-3 Bad PPI: 10.7
- zVAD death inh: -1.6
- EP2 modulator: -1.5&-22.8
- eIF4E-4G inh: 1.8

O=C(N1CCN(Cc2ccccc2)CC1)C12CC3CC(CC(C3)C1)C2
- PGE2 EP2 inh: 24.0
- Rad51 HR inh: 8.0
- Tb hexokinase: -10.2
- Hck Nef HTS: 1.1
- Calpain2 inh: 18.3
- 14-3-3 Bad PPI: -1.2
- zVAD death inh: 0.1
- EP2 modulator: -4.8
- eIF4E-4G inh: -0.2

CC1=CC(C)(C)N(S(=O)(=O)c2ccc(C)cc2)c2ccc(C)cc21
- PGE2 EP2 inh: 3.5
- Rad51 HR inh: 11.4
- Tb hexokinase: 12.2
- Hck Nef HTS: 6.7
- Calpain2 inh: 17.7
- 14-3-3 Bad PPI: 1.0
- zVAD death inh: -0.6
- EP2 modulator: 37.1
- eIF4E-4G inh: 0.2
